Compound activity as filed in PubChem BioAssay.
AT treatment – potential ataxia-telangiectasia treatments restoring KAP-1 phosphorylation | […] A-T fibroblasts, KAP-1 phosphorylation AlphaLISA; neocarzinostatin DNA damage 30 min before lysis | AID 485349 | Potency, µM (series often up to 57.5 µM), without a hit: at the highest dose activation, usual class: activators | 0.19% of 320,000 active; further: potency means the concentration at half of the fitted maximal effect; % of control where 0% means no effect; nearly all actives have a fitted effect of over 45% in size
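ATM-like activity read as KAP-1 phosphorylation via AlphaLISA donor/acceptor antibody pairs after lysis and 6 hr at 25C. Cells were ATM-null patient fibroblasts ([…], hTERT), dosed 60 min, then exposed to the DSB inducer NCS for 30 min.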
TSG101-PTAP inh – blocks PTAP/TSG101 interaction to inhibit HIV-1 budding. Q99816. Potency, µM (titrated, usually from 115 µM), without a hit: at the highest dose activity change, negative = inhibition, usual class: inhibitors. Fluorescence polarization, FITC-PTAP peptide / Tsg101 binding. AID 493005. 340,000 tested, under 10 active; active means well fitted inhibition curve with a large enough effect in the main read-out, with a control signal flat, not every such curve was filed as active; inconclusive means small, poorly fitted or top-dose-only effect, or effect the other way, or a change in a side signal; inactive means no such curve, though single readings can be large or run the other way; further: potency means the concentration at half of the fitted maximal effect; % of control where 0% means no effect
Target sequence (Q99816 whole entry, looked up): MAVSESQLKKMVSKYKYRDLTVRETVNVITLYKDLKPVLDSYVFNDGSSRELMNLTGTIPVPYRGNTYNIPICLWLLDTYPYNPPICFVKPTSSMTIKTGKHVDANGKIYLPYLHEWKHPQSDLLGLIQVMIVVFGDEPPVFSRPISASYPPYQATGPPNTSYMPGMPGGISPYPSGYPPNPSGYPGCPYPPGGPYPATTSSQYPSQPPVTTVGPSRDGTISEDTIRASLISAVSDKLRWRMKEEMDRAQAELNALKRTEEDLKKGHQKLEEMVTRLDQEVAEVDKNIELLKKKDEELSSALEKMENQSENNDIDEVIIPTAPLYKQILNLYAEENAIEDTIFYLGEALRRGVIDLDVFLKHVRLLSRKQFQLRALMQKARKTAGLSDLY
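Fluorescence polarization binding of Tsg101 binding domain (10 uM final) to FITC-labeled PTAP peptide (50 nM final) in HEPES pH 7.5 buffer with NaCl, Tween 20, EDTA, TCEP. Compounds added before peptide; binding 20 min at RT.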
Tb PFK inh – blocks T. brucei phosphofructokinase; T. brucei PFK, ADP-Glo luminescence; O15648; 0.17% of 330,000 active; Potency, µM (titrated, usually from 57.5 µM), inactives show top-dose activity, negative = inhibition, actives largely listed as inhibitors;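 further: potency means the concentration at half of the fitted maximal effect; 0% = uninhibited 1x PFK enzyme wells and -100% = no-enzyme wells; nearly all actives have a fitted effect of over 60% in size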
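Compounds were pin-transferred as a titration series up to 57 uM into substrate buffer (0.5 mM F6P, 0.1 mM ATP, pH 8.0), then 1.25 nM PFK was added and reactions ran 45 min before ADP-Glo detection.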
Chronic BCR inh – inhibitors of chronic active B-cell receptor signaling; AID 493014; 0.05% of 340,000 active; ABC-DLBCL IkBa-CBG/CBR reporter, luminescence ratio, 4 h; Potency, µM (titrated, usually from 46.1 µM), inactives show top-dose ratio change, negative = lower green/red ratio, actives largely listed as inhibitors; active means well fitted inhibition curve with a large enough effect in the signal ratio, with a control signal flat, not every such curve was filed as active; inconclusive means small, poorly fitted or top-dose-only effect, or effect the other way, or a change in a side signal; the % refers to the signal ratio;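 further: potency means the concentration at half of the fitted maximal effect; plate controls were basal doxycycline-induced cells for no effect and cells given 10 µM MG132 for full effect; MG132 reads +100%, hits lower the ratio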
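TMD8 human ABC-DLBCL cells with doxycycline-inducible IκBα–green luciferase fusion and unfused red luciferase, in 0.5% FBS medium; compounds up to 46 uM, 4 h at 37C. Green/red luminescence ratio, filter-overlap corrected, fitted to concentration-response curves.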
ASM inhibitor – blocks human secretory acid sphingomyelinase; placental ASM, HMU-PC fluorogenic substrate, 60 min; Potency, µM (titrated, usually from 57.5 µM), inactives show top-dose activity change, negative = inhibition, most hits filed as inhibitors; 0.006% of 340,000 active; further: potency means the concentration at half of the fitted maximal effect
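Steps: dispense placental human ASM, pin compound, wait 10 min at room temperature, add HMU-PC0 substrate at 9 uM final, incubate 60 min at 37 °C, add stop solution raising pH to 10, read fluorescence.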
a7 integrin act – activates integrin-mediated alleviation for muscular dystrophy | 0.064% of 350,000 active | alpha7betagal myoblasts, beta-gal FDG fluorescence, 48 h | Potency, µM (doses to about 38.3 µM), inactives show top-dose activation, hits mostly activators;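 further: potency means the concentration at half of the fitted maximal effect; 100% = response of the positive control SU9516; nearly all actives have a fitted effect of over 60% in size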
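alpha7betagal+/- myoblasts (passage 13, 250/well) treated 48 h at 37C with compounds at 1:260 dilution of DMSO stock. Lysed, then beta-galactosidase activity read as FDG fluorescence (ex 480/em 540) after 30 min, with pre-read for autofluorescence.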
TCR act – T cell receptor activation; primary human leukocytes, anti-CD3, IL-2 HTRF, 48 h; Potency, µM (titrated, usually from 9.22 µM), for the others: at the top dose activation of IL-2 secretion, hits mostly activators; 330,000 tested, under 10 active; further: % of control where 0% means no effect
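48 hr co-incubation of compounds, a-CD3 beads and primary human leukocytes; IL-2 quantified homogeneously by HTRF with anti-IL-2 K and d2 conjugates.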
ELG1 repair inh – inhibitors of ELG1-dependent DNA repair in HEK293T cells | HEK293T ELG1-luciferase reporter, luminescence, 16 h; DNA damage induced by 5-fluorouridine | Potency, µM (top dose mostly 46.1 µM), for the others: top-dose activity change, negative = inhibition, hits mostly inhibitors | 2.3% of 330,000 active | AID 504467; further: potency means the concentration at half of the fitted maximal effect; on the % scale 0 is the no-effect control and ±100 the full control effect; nearly all actives have a fitted effect of over 55% in size
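Overnight (16 hr) co-exposure of 2,000 cells/well to 5-fluorouridine and compound at 37 °C preceded detection. Luciferase was quantified via ONE-Glo luminescence; loss of signal denotes inhibition.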
TSHR antag – antagonists of human thyroid stimulating hormone receptor; TSHR-expressing cells, TSH-stimulated cAMP HTRF, 2 h; active compounds read low; activity change, negative = inhibition, % at 11.5 µM; 0.2% of 330,000 active;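 active means activity change below a set negative limit, meaning inhibition stronger than a set level, cut at about -70% in these data; inconclusive means activity change between two set negative limits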; further: on the % scale 0 is the no-effect control and ±100 the full control effect
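TSHR-expressing cells were treated with compounds, then stimulated with TSH at EC80 (4nM final) for 2 hours at 37 deg C. Cellular cAMP was measured by HTRF competition between lysate cAMP and cAMP-d2 for a cryptate-labelled anti-cAMP antibody.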
Eya2 phos inh – blocks the phosphatase activity of human Eya2 | recombinant Eya2, OMFP fluorescence dephosphorylation (OMFP is methylfluorescein phosphate) | Potency, µM (series often up to 76.9 µM), for the others: at the highest dose activity, negative = inhibition, actives largely listed as inhibitors | 0.006% of 330,000 active; further: potency means the concentration at half of the fitted maximal effect; on the % scale 0 is the no-effect control and ±100 the full control effect
Target sequence (O00167 whole entry, looked up): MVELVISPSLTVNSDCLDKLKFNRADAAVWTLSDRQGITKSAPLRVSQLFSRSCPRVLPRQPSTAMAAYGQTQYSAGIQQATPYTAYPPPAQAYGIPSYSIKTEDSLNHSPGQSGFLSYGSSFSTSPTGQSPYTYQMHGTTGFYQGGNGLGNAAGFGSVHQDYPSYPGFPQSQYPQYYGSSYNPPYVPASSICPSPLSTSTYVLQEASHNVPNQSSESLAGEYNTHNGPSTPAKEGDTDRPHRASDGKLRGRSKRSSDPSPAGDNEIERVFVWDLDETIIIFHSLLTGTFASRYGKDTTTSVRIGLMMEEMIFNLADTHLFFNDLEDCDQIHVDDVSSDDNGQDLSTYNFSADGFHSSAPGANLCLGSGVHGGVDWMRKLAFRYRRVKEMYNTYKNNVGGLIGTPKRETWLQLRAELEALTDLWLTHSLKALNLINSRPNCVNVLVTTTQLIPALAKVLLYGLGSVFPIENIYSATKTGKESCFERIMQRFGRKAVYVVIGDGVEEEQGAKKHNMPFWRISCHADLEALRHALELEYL
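Eya2 protein (added as 0.2 uM solution) was preincubated with compound for 10 min at ambient temperature in 50 mM HEPES pH 7.5, 50 mM NaCl, 5 uM MgCl2, 0.05% BSA, 1 mM DTT. OMFP (added at 50 uM) then reacted 10 min; fluorescence read at 485/525 nm.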
Mito fusion yeast – inhibitors of mitochondrial division or activators of mitochondrial fusion | S. cerevisiae fusion-defective mutant growth rescue, CellTiterGlo 48 h | Potency, µM (series often up to 46.1 µM), for inactives: at the highest dose growth rescue (activation), most hits filed as activators | 0.23% of 320,000 active;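 further: potency means the concentration at half of the fitted maximal effect; % of control where 0% means no effect; nearly all actives have a fitted effect of over 45% in size; temperature-sensitive fusion mutants such as fzo1-1 at 37 °C on non-fermentable ethanol glycerol medium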
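Growth-rescue viability read-out: after 48 h at the non-permissive 37C in glycerol/ethanol YPEG, yeast mitochondrial fusion mutants are measured by CellTiterGlo luminescence; compounds (23 nl pinned per well) restoring growth score as division inhibitors or fusion activators.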
An asterisk follows results filed as active; i = inactive; ? = inconclusive; / = no result given; [ ] = another dose, or the depositor's remark. Unless noted, the call rests on the fitted dose curve; in most records, active means well fitted curve in the direction sought with a large enough effect; inconclusive means small, poorly fitted or top-dose-only effect, or another doubt; inactive means no such curve, though single readings can be large; an effect the other way counts as inactive or inconclusive.

SMILES	AT treatment	TSG101-PTAP inh	Tb PFK inh	Chronic BCR inh	ASM inhibitor	a7 integrin act	TCR act	ELG1 repair inh	TSHR antag	Eya2 phos inh	Mito fusion yeast
CCc1c(C)nc(SCC(=O)Nc2c(C)n(C)n(-c3ccccc3)c2=O)[nH]c1=O	16.0%	-9.0%	1.0%	5.1%	3.1%	19.9%	-1.2%	14.5%	13.0	-3.2%	-3.1%
Nc1nnc(SCCCC(=O)c2ccc(Br)cc2)s1	12.4%	-1.7%	1.6%	2.6%	5.9%	16.0%	-7.2%[46.1 µM]	?	-19.1	2.9%	1.3%
O=C(CN1CCN(c2ccc(F)cc2)CC1)N1N=CCC1c1ccccc1 (stereo not given)	-1.7%	0.1%	2.2%	-1.7%	1.8%	15.2%	-9.4%	21.8%	8.5	0.5%	0.6%
O=C(Nc1ccc(Cl)cc1C(F)(F)F)c1ccccc1	8.4%	-3.6%	24.3%	9.8%	5.3%	40.0%	-5.4%[46.1 µM]	?	5.0	0.4%	-0.6%
Cc1nc(SCC(=O)c2ccc(Cl)s2)c2oc3ccccc3c2n1	18.0%	-5.9%	5.6%	7.5%	-2.3%	-0.9%	4.0%	2.3%	22.0	-3.2%	-0.6%
CC[C@H](CO)NCCN[C@H](CC)CO	-5.9%	1.6%	3.7%	5.3%	19.0%	/	-1.9%	-0.2%	10.2	1.2%	-0.3%
COc1ccc(Nc2nc(NN)nc(C)c2[N+](=O)[O-])cc1	0.4%	1.7%	-8.0%	7.5%	-8.9%	-1.3%	-4.3%	?	8.0	-11.1%	-4.1%
CCC(COC)NCc1cn(-c2ccc(OC)cc2)nc1-c1cccc(F)c1 (stereo not given)	0.0%	-2.0%	1.3%	-1.6%	2.5%	-8.7%	3.1%	?	8.1	0.9%	-6.8%
O=C(NC(=S)NCc1ccccc1)c1ccc(Br)o1	4.3%	/	-1.9%	12.9%	/	/	/	3.0%	21.5	6.8%	-9.2%
Cc1nn(Cc2ccc(C(=O)Nc3ccc(C(=O)OC(C)C)cc3)o2)c(C)c1Cl	-11.7%	-0.3%	-8.0%	7.0%	-3.2%	-45.5%[inhibitor]	5.6%	18.4µM*	-33.4	-26.0%	-0.8%
CCCn1c(=O)c2c(nc3n2CCN3Cc2ccco2)n(C)c1=O	-0.1%	-4.0%	-1.1%	?	0.2%	?	-2.6%	?	-14.7	12.7%	4.1%
COc1ccc2cc3cc(C(=O)NCCCN4CCOCC4)oc3nc2c1	-3.2%	-3.2%	-2.2%	3.8%	/	2.2%	-2.4%	1.6%	-5.0	2.6%	0.8%
CCOC(=O)c1c(NC(=O)N/N=C/c2ccc(O)c(OC)c2)sc(C(C)=O)c1C	4.5%	/	2.1%	-1.1%	/	/	/	4.61µM*	4.7	21.6%	3.9%
O=C(c1ccccc1F)N(Cc1cccnc1)Cc1cc2cc3c(cc2[nH]c1=O)OCCO3	0.4%	-2.7%	-0.8%	?	53.9%[activator]	15.5%	7.4%	-8.1%	11.9	-12.7%	-7.0%
Cc1ccnc(NC(=O)CNC(=O)c2ccc(C)s2)c1	20.4%	-2.9%	5.4%	-15.9%	4.4%	-50.2%	2.8%	?	1.5	-0.9%	-0.4%
O=C(CN1CCOCC1)n1c2ccccc2c2ccccc21	3.6%	-4.6%	-5.2%	-0.8%	4.7%	-5.8%	-11.9%	13.2%	-2.3	11.4%	-5.1%
CC1CC(C#N)N(N(C)C)C1=C(C#N)C#N (stereo not given)	23.0%	-1.6%	1.0%	-1.1%	6.2%	4.3%	5.7%	12.0%	-2.5	-3.2%	6.3%
CC(O)CNCc1ccccc1C(F)(F)F (stereo not given)	5.4%	-9.6%	0.4%	-6.8%	-0.1%	19.6%	-0.5%	-3.3%	-7.5	8.4%	-3.4%
Cc1cc(C)cc(N(CC(=O)NC2CCCCC2)C(=O)CNC(=O)c2ccco2)c1	4.5%	-0.2%	-0.6%	-0.2%	1.0%	17.4%	-3.0%	0.8%	5.0	-15.0%	-1.7%
O=C(CN1CCN(c2nc(-c3ccc(F)cc3)cs2)CC1)NCc1ccc2c(c1)OCO2	1.3%	/	-1.6%	?	-11.4%	-24.3%	/	?	-6.9	-21.7%	?
COc1ccc(N2CCN(CCCNC(=O)C3CCCN(S(=O)(=O)c4cnc[nH]4)C3)CC2)cc1 (stereo not given)	5.9%	-10.4%	-9.4%	7.3%	-2.7%	6.4%	5.4%	1.5%	29.7	-3.6%	19.0%
Cc1ccc(S(=O)(=O)NCc2ccccc2)cc1C(=O)N1CCN(c2ccccc2)CC1	8.4%	-5.7%	1.2%	-2.6%	-1.8%	-21.6%	2.9%	?	36.3	-0.5%	10.7%
O=C(COc1cccnc1[N+](=O)[O-])Nc1cccc2ccccc12	7.1%	-0.5%	-1.3%	5.7%	-1.3%	-12.6%	-0.2%	3.8%	-0.6	-4.9%	-3.8%
O=C(Nc1cccc(S(=O)(=O)N2CCOCC2)c1)c1cc(=O)[nH]c2ccccc12	2.6%	-1.5%	0.7%	?	-4.8%	-1.2%	-3.6%	0.0%	/	4.3%	/

Taken from above.
CCOC(=O)c1c(NC(=O)N/N=C/c2ccc(O)c(OC)c2)sc(C(C)=O)c1C in Mito fusion yeast is listed with 3.9%
Nc1nnc(SCCCC(=O)c2ccc(Br)cc2)s1 in ASM inhibitor is listed with 5.9%

The listing continues.
SMILES	AT treatment	TSG101-PTAP inh	Tb PFK inh	Chronic BCR inh	ASM inhibitor	a7 integrin act	TCR act	ELG1 repair inh	TSHR antag	Eya2 phos inh	Mito fusion yeast
C=CCn1c(SCC(=O)NNC(=O)Nc2cccc(Cl)c2)nnc1-c1ccccc1	?	-2.4%	1.6%	?	0.4%	-11.7%	4.1%	2.4%	7.4	6.4%	-6.2%
COc1ccc(C(CC(=O)O)NS(=O)(=O)c2ccc3c(c2)N(C(C)=O)CC(C)O3)cc1 (stereo not given)	1.8%	-2.5%	-1.0%	1.0%	-2.2%	-8.4%	-0.7%	10.8%	2.7	21.7%	-7.9%
CC1CCN(Cc2c(C(=O)N/N=C/c3cccc(C(F)(F)F)c3)nnn2-c2nonc2N)CC1	-3.1%	0.6%	2.4%	-2.5%	-1.8%	-29.8%	5.3%	-17.8%	-22.3	-2.3%	-2.6%
CCOc1ccccc1NC(=O)c1cnc(NS(=O)(=O)c2ccccc2)nc1	3.0%	-7.3%	1.0%	-0.6%	2.5%	13.1%	4.8%	0.7%	4.9	-20.4%	2.1%
CSc1cccc(NC(=S)N(CCC(C)C)C2CCN(C(C)=O)CC2)c1	-1.1%	-8.1%	-0.9%	?	2.0%	10.9%	-5.7%	-19.0%	8.0	-0.5%	3.3%
O=C(CSc1nnc(Cn2c(=O)sc3ccccc32)n1-c1ccccc1)NCc1ccco1	3.4%	1.2%	-4.2%	15.6%	-0.6%	11.4%	-3.7%[46.1 µM]	0.0%	0.2	-14.6%	-1.1%
CCOC(=O)c1csc(NC(=O)CSc2nnnn2-c2ccc(OCC)cc2)n1	12.1%	-5.4%	3.1%	-2.7%	1.9%	-19.0%	3.5%	0.7%	14.4	17.8%	7.3%
COc1ccc(NS(=O)(=O)c2cc(NC(=O)COc3ccc(OC)cc3)ccc2N2CCOCC2)cc1	-1.0%	-3.3%	0.0%	-4.7%	-2.7%	10.9%	-4.7%	-13.2%	2.0	7.8%	/
COC(=O)C1=CN(Cc2cccs2)C=C(C(=O)OC)C1c1cccc(Cl)c1	15.4%	-1.7%	-6.2%	?	i	-18.2%	1.2%	?	-20.5	-17.3%	4.1%
CC(C)NC(NC(=O)/C=C/c1ccccc1)C(Cl)(Cl)Cl (stereo not given)	-0.7%	2.6%	-3.8%	?	0.8%	-51.3%[inhibitor]	11.3%	4.1%	-8.6	4.8%	-1.2%
